PKM2 act = increases activity of human pyruvate kinase M2. P14618. purified PKM2, Kinase-Glo ATP luminescence, activation; response scale: 0% is enzyme alone, no compound. Potency, µM (titrated, usually from 57.5 µM), for inactives: at the top dose activation, most hits filed as activators. actives 0.34% (n = 260,000). AID 1631; further: potency means the concentration at half of the fitted maximal effect; on the % scale 0 is the no-effect control and ±100 the full control effect; nearly all actives have a fitted effect of over 55% in size
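Purified hPK-M2 (>95%) run at intermediate activity with 0.1 mM ADP and 0.5 mM PEP in 50 mM imidazole pH 7.2, KCl, MgCl2; 1 h room temperature. ATP formed read by Kinase-Glo luminescence; normalized to uninhibited and no-enzyme controls.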
Tb PFK block = blocks T. brucei phosphofructokinase. T. brucei PFK, ADP-Glo luminescence. Potency, µM (top dose mostly 57.5 µM), without a hit: top-dose activity, negative = inhibition, usual class: inhibitors. actives 0.17% (n = 330,000). AID 485367;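 further: potency means the concentration at half of the fitted maximal effect; 0% = uninhibited 1x PFK enzyme wells and -100% = no-enzyme wells; nearly all actives have a fitted effect of over 60% in size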
Target sequence (O15648 whole entry, looked up): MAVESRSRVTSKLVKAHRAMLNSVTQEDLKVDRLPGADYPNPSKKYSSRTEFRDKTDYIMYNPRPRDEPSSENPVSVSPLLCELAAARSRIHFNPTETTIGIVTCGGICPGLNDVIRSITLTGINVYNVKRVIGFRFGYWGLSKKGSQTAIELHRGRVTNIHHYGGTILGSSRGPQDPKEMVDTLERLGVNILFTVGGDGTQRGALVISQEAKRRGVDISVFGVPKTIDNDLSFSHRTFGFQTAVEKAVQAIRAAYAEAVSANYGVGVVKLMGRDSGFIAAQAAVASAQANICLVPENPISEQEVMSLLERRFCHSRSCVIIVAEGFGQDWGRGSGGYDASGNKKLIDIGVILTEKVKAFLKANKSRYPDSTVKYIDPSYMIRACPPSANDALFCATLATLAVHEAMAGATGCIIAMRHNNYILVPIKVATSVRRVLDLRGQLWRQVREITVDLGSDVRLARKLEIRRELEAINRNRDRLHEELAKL
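Compounds were pin-transferred as a titration series up to 57 uM into substrate buffer (0.5 mM F6P, 0.1 mM ATP, pH 8.0), then 1.25 nM PFK was added and reactions ran 45 min before ADP-Glo detection.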
PTAP TSG101 blk = blocks PTAP/TSG101 interaction to inhibit HIV-1 budding. Q99816. Fluorescence polarization, FITC-PTAP peptide / Tsg101 binding. Potency, µM (titrated, usually from 115 µM), for the others: at the highest dose activity change, negative = inhibition, usual class: inhibitors. 340,000 tested, under 10 active. AID 493005; active means well fitted inhibition curve with a large enough effect in the main read-out, with a control signal flat, not every such curve was filed as active; inconclusive means small, poorly fitted or top-dose-only effect, or effect the other way, or a change in a side signal; inactive means no such curve, though single readings can be large or run the other way; further: potency means the concentration at half of the fitted maximal effect; % of control where 0% means no effect
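Compounds were pin-transferred onto Tsg101 binding domain (10 uM final) in HEPES pH 7.5 buffer, then FITC-PTAP peptide was added at 50 nM final. After 20 min at RT, polarization reported peptide displacement across a qHTS concentration series.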
Menin MLL FP TR = displaces Texas Red mutant MLL peptide from human menin; O00255; Menin + Texas Red MLL mutant peptide, fluorescence polarization; Potency, µM (highest dose often 61.6 µM), inactives show at the highest dose FP activity change, negative = inhibition, actives largely listed as inhibitors; actives 0.23% (n = 270,000); AID 1768; active means well fitted inhibition curve with a large enough effect in the polarisation, with a control signal flat, not every such curve was filed as active; inconclusive means small, poorly fitted or top-dose-only effect, or effect the other way, or a change in a side signal; inactive means no such curve, though single readings can be large or run the other way; the % refers to the polarisation; further: potency means the concentration at half of the fitted maximal effect; % of control where 0% means no effect; many of its hits are not listed in these tables
Target sequence (O00255 whole entry, looked up): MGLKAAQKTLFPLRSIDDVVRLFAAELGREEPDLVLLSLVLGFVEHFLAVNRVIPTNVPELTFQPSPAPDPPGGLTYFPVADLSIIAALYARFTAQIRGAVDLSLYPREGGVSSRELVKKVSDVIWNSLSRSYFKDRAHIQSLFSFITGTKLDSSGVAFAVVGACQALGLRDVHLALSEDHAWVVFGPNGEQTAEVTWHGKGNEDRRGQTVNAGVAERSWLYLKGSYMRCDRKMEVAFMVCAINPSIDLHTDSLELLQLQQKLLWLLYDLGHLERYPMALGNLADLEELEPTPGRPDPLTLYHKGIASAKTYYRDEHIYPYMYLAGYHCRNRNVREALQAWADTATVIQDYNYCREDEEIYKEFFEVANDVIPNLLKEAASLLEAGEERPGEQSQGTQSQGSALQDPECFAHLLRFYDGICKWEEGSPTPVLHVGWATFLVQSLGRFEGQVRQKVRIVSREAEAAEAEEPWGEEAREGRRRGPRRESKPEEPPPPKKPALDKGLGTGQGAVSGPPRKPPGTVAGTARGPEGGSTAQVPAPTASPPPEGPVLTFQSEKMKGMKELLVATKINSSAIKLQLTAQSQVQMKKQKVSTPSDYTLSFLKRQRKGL
a7 integrin act = activates integrin-mediated alleviation for muscular dystrophy; alpha7betagal myoblasts, beta-gal FDG fluorescence, 48 h; Potency, µM (titrated, usually from 38.3 µM), for the others: at the top dose activation, most hits filed as activators; actives 0.064% (n = 350,000);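 further: potency means the concentration at half of the fitted maximal effect; 100% = response of the positive control SU9516; nearly all actives have a fitted effect of over 60% in size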
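alpha7betagal+/- myoblasts (passage 13, 250/well) treated 48 h at 37C with compounds at 1:260 dilution of DMSO stock. Lysed, then beta-galactosidase activity read as FDG fluorescence (ex 480/em 540) after 30 min, with pre-read for autofluorescence.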
Coupling enz = counter-screen for Giardia aldolase inhibitors: coupling enzyme system | coupling enzyme system counterscreen, AmpLite Red fluorescence | activity change, negative = inhibition, % at 58.2 µM, hits read low | actives 0.67% (n = 290,000); in the data active means activity change below about -30%; further: on the % scale 0 is the no-effect control and ±100 the full control effect
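Coupling enzymes only (glyceraldehyde-3-phosphate) + compound, at 57.5 uM final, 10 min RT; add substrate/coupling/AmpLite Red mix, 20 min RT; fluorescence ex 525/em 598 nm. Actives flag coupling-system interference.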
Chronic BCR inh = chronic active BCR signaling inhibition; ABC-DLBCL IkBa-CBG/CBR reporter, luminescence ratio, 4 h; Potency, µM (series often up to 46.1 µM), for inactives: top-dose ratio change, negative = lower green/red ratio, hits mostly inhibitors; actives 0.05% (n = 340,000); active means well fitted inhibition curve with a large enough effect in the signal ratio, with a control signal flat, not every such curve was filed as active; inconclusive means small, poorly fitted or top-dose-only effect, or effect the other way, or a change in a side signal; the % refers to the signal ratio;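 further: potency means the concentration at half of the fitted maximal effect; plate controls were basal doxycycline-induced cells for no effect and cells given 10 µM MG132 for full effect; MG132 reads +100%, hits lower the ratio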
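Compounds up to 46 uM were incubated four hours with TMD8 cells whose green CBG68 luciferase is fused to IkappaBalpha; red CBR luminescence normalised the signal, and concentration-effect curves were fitted to fusion, red and ratio data.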
GALK inhibitor = inhibitors of human galactokinase. P51570. Purified GALK, Kinase-Glo residual ATP luminescence. Potency, µM (series often up to 57.5 µM), for the others: top-dose activity change, negative = inhibition, hits mostly inhibitors. actives 0.007% (n = 270,000); further: potency means the concentration at half of the fitted maximal effect; on the % scale 0 is the no-effect control and ±100 the full control effect
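Kinase-Glo Plus luminescence measured ATP left after a 1 h room-temperature reaction. The reaction used 5 nM GALK, 100 uM galactose and 35 uM ATP at pH 8.0 (20 mM HEPES, 5 mM MgCl2, 60 mM NaCl, 1 mM DTT, 0.01% BSA).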
S-ASM inh = inhibitors of human secretory acid sphingomyelinase | P17405 | placental ASM, HMU-PC fluorogenic substrate, 60 min | Potency, µM (titrated, usually from 57.5 µM), without a hit: at the top dose activity change, negative = inhibition, hits mostly inhibitors | actives 0.006% (n = 340,000); further: potency means the concentration at half of the fitted maximal effect
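Fluorogenic HMU-PC substrate (9 uM final) is turned over by placental ASM in 60 min at 37 C after a 10 min compound preincubation. Reaction ended by alkaline stop (pH 10), with fluorescence read at 386/447 nm.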
B2AR arrestin = agonists driving beta-arrestin recruitment to human beta2-adrenergic receptor; P07550; actives 0.02% (n = 330,000); beta-arrestin recruitment to beta2AR, cell-based reporter; Potency, µM (highest dose often 46.1 µM), inactives show at the highest dose activation, hits mostly activators;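 further: potency means the concentration at half of the fitted maximal effect; 0% = DMSO controls and full agonism = EC100 isoproterenol or metaproterenol; nearly all actives have a fitted effect of over 65% in size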
Giardia kill = kills Giardia lamblia. Giardia lamblia trophozoite viability. activity change, % at 7.66 µM, hits read low. actives 0.15% (n = 340,000). AID 540267; in the data active means activity change below about -80%; inconclusive means between about -30% and that limit;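 further: parasites exposed to compound for two days anaerobically before the ATP read; on the % scale 0 is the no-effect control and ±100 the full control effect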
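Killing of trophozoites was scored by loss of ATP luminescence after a 48 hrs anaerobic exposure to compounds at 37 deg C, using 100 cells per well.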
Active calls of the source: *; ? = inconclusive; . = not tested or not shown; & = joins results of further samples; [ ] = another dose, or the depositor's remark. Unless noted, the call rests on the fitted dose curve; in most records, active means well fitted curve in the direction sought with a large enough effect; inconclusive means small, poorly fitted or top-dose-only effect, or another doubt; inactive means no such curve, though single readings can be large; an effect the other way counts as inactive or inconclusive. Not all compounds are listed; count on the stated rates, not on these rows.

SMILES	PKM2 act	Tb PFK block	PTAP TSG101 blk	Menin MLL FP TR	a7 integrin act	Coupling enz	Chronic BCR inh	GALK inhibitor	S-ASM inh	B2AR arrestin	Giardia kill
COc1ccccc1C(O)P(=O)(OC(C)C)c1ccc(N(C)C)cc1 (centres undefined)	-14%	0%	2%	0%	-3%[7.66 µM]	1	10%	-1%	-1%	-0.2%	-7
O=C(COc1ccc(F)c(Cl)c1)N1CCCCCCC1	-1%	-5%	1%	-10%	-9%	2	-1%	3%	4%	0.0%	9
CSc1nnc(-c2ccc(S(=O)(=O)N3CCOCC3)cc2)n1C	-1%	3%	0%	5%	18%	-1	0%	3%	-15%	-1.0%	-12
COc1ccc(OC)c(NC(=O)Cn2cnc3c(cnn3-c3ccccc3)c2=O)c1	-6%	8%	1%	3%	-1%	0	6%	0%	-3%	-0.5%	-11
Cc1ccc(-n2nc(CN3CCOCC3)c(-c3ccccc3)c2N)c(C)c1	12%	10%	-1%	8%	?	3	-1%	-2%	7%	0.4%	-2
O=C(CN1C(=O)NC2(CCCCCC2)C1=O)N1CCN(S(=O)(=O)c2ccc(Cl)cc2)CC1	4%	6%	-10%	-3%	5%	-3	-13%	-2%	2%	0.1%	6
COc1ccc(OC)c(/C=N/NC(=O)Cc2nc3ccccc3[nH]2)c1	8%	-1%	-1%	-15%	8%	2	-7%	-1%	112%[activator]	-2.0%	-21
COC/C=C/C1=CC2=CC(=O)C(C)(OC(=O)c3cnc4ccccc4n3)C(=O)C2=CN1Cc1ccc(OC)cc1 (centres undefined)	0%[11.5 µM]	3%	-1%	-5%[11.7 µM]	0%	-9&-22	5%	-2%	2%	-1.1%	-29
COc1ccc(NC(=O)Nc2cc(NC(=O)Nc3ccc(OC)cc3)c(C)nc2C)cc1	-2%	-2%	-3%	26%	-14%	0	-2%	-1%	2%	-1.2%	9
O=C1SC(c2ccccc2)=C/C1=C\N1CCCCC1	-4%	0%	-6%	.	5%	8	?	-2%	-8%	2.9%	-4
COc1ccc2c(c1)CCCN2C(N)=Nc1ccc(Cl)cc1	-1%	-6%	-1%	-24%	-71%[inhibitor]	0	1%	1%	-5%	-0.1%	4
Nn1c(SCC(=O)NC2CCCCC2)nnc1C1CC1	0%	-13%	1%	-1%	5%	4	1%	0%	8%	-0.2%	-10
O=C(COC(=O)CCc1nc2ccccc2s1)NCc1ccco1	-1%	3%	-2%	-3%	0%	3	?	-4%	3%	0.2%	0
COc1ccc(/C=C/C(=O)NC(=S)NNC(=O)c2cccs2)cc1	-1%	-2%	-3%	?	-12%	7	-3%	11%	-2%	3.5%	-23
C=CCn1cnc2c(nnn2-c2ccc(C)c(Cl)c2)c1=O	-4%	0%	0%	9%	17%	2	?	-4%	-1%	-0.2%	-7
O=C(Cn1cccc1C(=O)c1ccccc1)NCc1ccccc1Cl	.	-1%	1%	.	7%	.	?	-4%	-2%	0.6%	4
Cc1cc([N+](=O)[O-])ccc1NC(=O)c1cncc(Br)c1	1%	2%	-1%	-3%	1%	3	-2%	2%	1%	0.1%	12
Cc1cc(C)c2[nH]c(O)c(N=Nc3ccc(C(=O)O)cc3)c2c1	.	0%	-2%	27%	19%	0	?	6%	0%	-0.3%	1
CCOc1ccc(NC(=O)C[n+]2ccccc2)cc1	-8%	-1%	0%	-3%	?	-2	-5%	1%	1%	-0.5%	-4
COc1cccc(C2=CC(c3cccc(OC)c3OC(F)F)n3nnnc3N2)c1 (centres undefined)	-26%	-2%	2%	-18%	-55%[inhibitor]	0	?	0%	53%[activator]	5.0%	-1
CC(=O)Nc1ccc(NC(=O)C2CCN(S(=O)(=O)c3ccc4c(c3)OCCO4)CC2)cc1	.	2%	0%	.	12%	.	8%	.	7%	0.1%	26
C=CCOc1c(Cl)cc(CNc2ccc3[nH]c(=O)[nH]c3c2)cc1OC	14%	-6%	-1%	-2%	11%	-8	-12%	3%	2%	-0.2%	-13
C=CCc1ccc(OCCCCN2CCC(C)CC2)c(OC)c1	-9%	-3%	-6%	-2%	-55%[inhibitor]	4	1%	.	10%	-0.5%	-11
Cc1nc2sc(C(c3ccc(C(C)C)cc3)N3CCN(CCO)CC3)c(O)n2n1 (centres undefined)	2%	1%	-2%	7%	6%	1	2%	0%	1%	-0.3%	10
CN(c1ccccc1)S(=O)(=O)c1ccc(Cl)c(C(=O)OCC(=O)NCc2ccco2)c1	15%	?	-3%	.	-20%	7	5%	1%	-11%	-0.8%	-13
Next part.
SMILES	PKM2 act	Tb PFK block	PTAP TSG101 blk	Menin MLL FP TR	a7 integrin act	Coupling enz	Chronic BCR inh	GALK inhibitor	S-ASM inh	B2AR arrestin	Giardia kill
C=C1CCN([C@H](C(=O)NCc2cc(OC)c(OC)c(OC)c2)C(C)C)S(=O)(=O)c2ccccc21	-8%	-1%	-2%	.	4%	5	-3%	2%	8%	0.4%	-13
CC(=O)Nc1ccc(S(=O)(=O)c2ccc(C)cc2)cc1	14µM*	-2%	0%	10%	9%	0	-1%	0%	1%	-0.7%	6
O=C(NCc1cccnc1)/C(=C/c1ccco1)NC(=O)c1ccccc1	3%	1%[0.46 µM]	-3%	-8%	3%	0	-6%	-1%	8%	-0.7%	-5
Cc1nc(NC(=O)c2ccc3c(c2)OCCO3)ccc1Br	-5%	-1%	.	.	-7%	.	?	2%	18%	-0.5%	-9
CC(=O)N1CCc2c(sc(NC(=O)C3COc4ccccc4O3)c2C(N)=O)C1 (centres undefined)	-3%	-5%	-4%	.	10%	.	-9%	-1%	18%	0.1%	-6
Cc1ccccc1C(=O)Nc1ccc(-c2nc3ccc(C(=O)c4ccccc4)cc3[nH]2)cc1	2%	6%	1%	-24%	-17%	-1	12%	2%	71%	0.4%	6
O=C(O)c1ccccc1N(Cc1ccccc1)C(=O)COc1ccccc1	2%	-5%	0%	.	33%	19	8%	-1%	0%	-0.9%	-1
CCNC(=O)c1ccccc1NC(=O)C1CC(=O)N(C(C)C)C1 (centres undefined)	0%	11%	-5%	-8%	-36%	-2	2%	-7%	2%	-0.5%	18
S=c1[nH]nc(-c2ccccn2)n1/N=C/c1ccc(Br)s1	-7%	2%	0%	1%	16%	5	17%	0%	1%	0.4%	-8
CCN(CC)S(=O)(=O)c1ccc(NC(=O)CO/N=C(\N)c2ccccc2)cc1	.	7%	-1%	.	-6%	.	0%	.	-4%	-0.2%	0
C=CCN1C(=O)CSC1=Nc1cccc(O)c1	-5%	8%	-3%	15%	-16%	1	1%	-1%	4%	-0.2%	4
O=C(O)c1cncc(Br)c1	3%	1%	-2%	1%	?	-1	12%	-2%	0%	-0.7%	-11
Cc1nc2ccccc2c(=O)n1/N=C/c1ccccc1Cl	.	0%	-12%	12%	0%	-1	7%	.	0%	-1.2%	-3

Some of these compounds in order of their number in B2AR arrestin, largest number first.
Molecule | Tb PFK block | PTAP TSG101 blk | Menin MLL FP TR | a7 integrin act | GALK inhibitor | S-ASM inh | B2AR arrestin
Cc1nc(NC(=O)c2ccc3c(c2)OCCO3)ccc1Br | -1% | . | . | -7% | 2% | 18% | -0.5%
CC(=O)Nc1ccc(S(=O)(=O)c2ccc(C)cc2)cc1 | -2% | 0% | 10% | 9% | 0% | 1% | -0.7%
O=C(O)c1ccccc1N(Cc1ccccc1)C(=O)COc1ccccc1 | -5% | 0% | . | 33% | -1% | 0% | -0.9%
Cc1nc2ccccc2c(=O)n1/N=C/c1ccccc1Cl | 0% | -12% | 12% | 0% | . | 0% | -1.2%

By substructure: the compounds so far with a COOH group
SMILES	PKM2 act	Tb PFK block	PTAP TSG101 blk	Menin MLL FP TR	a7 integrin act	Coupling enz	Chronic BCR inh	GALK inhibitor	S-ASM inh	B2AR arrestin	Giardia kill
Cc1cc(C)c2[nH]c(O)c(N=Nc3ccc(C(=O)O)cc3)c2c1	.	0%	-2%	27%	19%	0	?	6%	0%	-0.3%	1
O=C(O)c1ccccc1N(Cc1ccccc1)C(=O)COc1ccccc1	2%	-5%	0%	.	33%	19	8%	-1%	0%	-0.9%	-1
O=C(O)c1cncc(Br)c1	3%	1%	-2%	1%	?	-1	12%	-2%	0%	-0.7%	-11

Compound activity (PubChem BioAssay)
